Screens: PubChem, several laboratories
NS3 helicase inh: HCV NS3 helicase inhibition; NS3 helicase DNA unwinding, Cy5 molecular beacon fluorescence; inhibition, % at 10.9 µM; 290,000 compounds, 0.56% hits; AID 1800;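 active = inhibition above the mean of all tested compounds plus 3 SD, set per campaign, cut at about 35% in these data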;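 note: 0% = DMSO wells and 100% = thioflavine S control wells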
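Compound dosing – single dose, 10.9 µM nominal final, DMSO 0.8% final · System – NS3 helicase fragment of HCV · Buffer or medium – MOPS pH 6.5, MgCl2, DTT, Tween20, BSA · Signal – Cy5 beacon fluorescence read at start and 1 h · Also added – annealed dual-labelled DNA beacon duplex, ATP-started · Schedule – 1 h at 25 °C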
FID counter: counter-screen for HCV NS3 helicase inhibitors: DNA intercalator displacement. DNA fluorescent intercalator displacement, fluorescence. inhibition, % at 7.9 µM. 290,000 compounds, 0.17% hits; in the data active = inhibition above about 37%;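 note: 0% = vehicle and 100% = reference compound; higher means more ethidium bromide displaced from hairpin DNA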
pCIP destab: p/CIP protein destabilization; F442A p/CIP-EGFP cells, EGFP fluorescence, 16 h; decrease of EGFP signal, % at 10 µM; 290,000 compounds, 0.01% hits; AID 1984;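 active = EGFP signal decrease of at least 30% at 10 µM or well 3 SD below plate mean, unless failing retest; inactive = the rest, including hits failing retest or dose response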; note: some compounds called inactive have numbers as strong as hits; many of its hits are not listed in these tables
VIM-2 inh: blocks Pseudomonas aeruginosa VIM-2 metallo-beta-lactamase | purified VIM-2, nitrocefin hydrolysis, epi-absorbance fluorescence | inhibition, % at 5.6 µM | 290,000 compounds, 0.89% hits;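 active = inhibition above the mean of all tested compounds plus 3 SD, cutoff set per screening run, cut at about 7.5% in these data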;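 note: red hydrolysis product quenches plate fluorescence so inhibitors raise well fluorescence; 0% = enzyme with DMSO and 100% = DMSO without enzyme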
SUMO HTRF inh: inhibitors of human SUMOylation (UBC9); P63279; HTRF SUMOylation assay, SAE1/SAE2 + UBC9, in vitro; inhibition, % at 35 µM; 290,000 compounds, 0.36% hits; AID 2006; in the data active = inhibition above about 50%, passing the limit was not always enough; note: strong numbers were not always called active
Target sequence (P63279 whole entry, looked up): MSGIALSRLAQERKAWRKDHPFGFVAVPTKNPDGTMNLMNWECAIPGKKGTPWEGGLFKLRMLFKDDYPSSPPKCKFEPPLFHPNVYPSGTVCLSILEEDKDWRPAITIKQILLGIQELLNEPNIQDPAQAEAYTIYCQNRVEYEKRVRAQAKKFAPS
MEKK3 PB1 HTS: raises or lowers MEK5 binding to the human MEKK3 PB1 domain. Q99759. bead-based flow cytometry, Alexa488-MEK5 binding to MEKK3; actives lie on both sides; 0 = blocked by unlabeled MEK5, 100 = vehicle. binding response (% of control), % at 10 µM. 290,000 compounds, 1.4% hits. AID 1529;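 active = binding response more than 3 SD above or below the average of its plate-row segment, actives on both sides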;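 note: Alexa488 bead fluorescence after subtracting the streptavidin-only scavenger bead signal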
IDE cell activ: boosts human insulin-degrading enzyme activity in HEK cells | P14735 | activation, % at 5.96 µM | FAbeta-B cleavage, fluorescence polarization; 0% vehicle, 100% cell-free pure enzyme wells | 340,000 compounds, 0.073% hits;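 active = activation above the mean of all tested compounds plus 3 SD, set per screening campaign, cut at about 17% in these data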
PHOSPHO1 block: PHOSPHO1 (human) inhibition; Q8TCT1; recombinant PHOSPHO1, absorbance phosphatase assay; inhibition, % at 13.3 µM; 290,000 compounds, 1.1% hits; AID 1565; in the data active = inhibition above about 60%
Target sequence (Q8TCT1 whole entry, looked up): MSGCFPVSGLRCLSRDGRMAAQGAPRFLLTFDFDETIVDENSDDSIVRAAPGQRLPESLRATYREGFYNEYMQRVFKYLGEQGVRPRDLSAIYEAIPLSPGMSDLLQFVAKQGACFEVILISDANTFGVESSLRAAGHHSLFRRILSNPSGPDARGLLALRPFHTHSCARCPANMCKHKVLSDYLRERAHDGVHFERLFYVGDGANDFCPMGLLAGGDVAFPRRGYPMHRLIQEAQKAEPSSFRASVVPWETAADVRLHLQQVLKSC
IMP-1 inhibitor: blocks Pseudomonas aeruginosa IMP-1 metallo-beta-lactamase; purified IMP-1, nitrocefin hydrolysis, epi-absorbance fluorescence; inhibition, % at 5.6 µM; 290,000 compounds, 0.45% hits; AID 1556;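 active = inhibition above the mean plus 3 SD of all compounds in the same screening run, cut at about 4.5% in these data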;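 note: 0% = IMP-1 with DMSO and 100% = DMSO wells lacking enzyme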
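System: purified recombinant IMP-1 beta-lactamase. Medium: Zinc- and detergent-supplemented HEPES buffer, pH 7.1. Compound: one 5.6 µM dose […]. Schedule: 15 min preincubation plus 25 min reaction at 25 °C. Technique: Epi-absorbance fluorescence, 480 nm excitation, 530 nm emission.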
An asterisk follows results filed as active; nt = no result given. A portion of the library; rates above refer to the full screens.

Each structure is followed by: SUMO HTRF inh, NS3 helicase inh, IMP-1 inhibitor, FID counter, IDE cell activ, PHOSPHO1 block, MEKK3 PB1 HTS, VIM-2 inh, pCIP destab
1: Cc1ccc(/C=C2/Sc3ccc(C(=O)N4CCN(C)CC4)cc3NC2=O)cc1
  -4, -80, -2.4, 15, 0, 19, 105, 0.9, 1
2: Cc1ccccc1Cn1c(=O)n(CC2CCC(C(=O)NCCc3ccccc3)CC2)c(=O)c2ccccc21 (stereo unspecified)
  6, 11, -0.8, 0, 8, -1, 120, -1.4, -5
3: CCCNC(=O)c1cc(-c2ccc(OC)cc2)n(CCCOC)c1C
  16, 1, -0.9, -18, 3, -2, 90, -3.5, -6
4: Cc1cccc(NC(=S)NCCc2ccc(Cl)cc2)c1C
  14, -3, -7.5, -22, 2, 8, 105, -3.7, -3
5: COc1cc2c(cc1OC)-c1nnc(-c3ccco3)n1C1(CCCC1)C2
  13, 4, -2.4, -39, 0, -2, 108, 0.8, 5
6: Cc1ccc(-n2nc3c(=O)n(CCCC(=O)NCc4ccco4)nc(C)c3c2C)cc1
  nt, 10, -0.3, -36, 4, 64*, 101, -4.3, -21
7: Nc1nnc(SCC(=O)Nc2sc3c(c2C(=O)c2ccccc2)CCCC3)s1
  16, 11, -1.9, -28, -9, -18, 102, -3.7, -19
8: COc1cccc(C(=O)NCCCN2CCN(CCCNC(=O)c3cccc(OC)c3)CC2)c1
  14, -5, -3.3, 7, 5, 0, 128*, -2.9, -7
9: Cc1ccc(S(=O)(=O)N2CC3CCC2C3)cc1 (stereo unspecified)
  23, -2, -2.8, 0, -4, 10, 108, -3.7, -16
10: COc1ccc(CC(=O)NNC(=O)CSc2nc(C)c(C)c(=O)[nH]2)cc1
  6, -6, 0.1, -1, 3, -21, 98, -2.7, -8
11: COc1ccc(-n2c(O)cnc2Nc2nc(C)cc(C)n2)cc1OC
  0, -4, -3.8, -2, 2, 11, 98, -2.8, -4
12: COCCn1cc(C(=O)c2cc(Br)ccc2O)cc(C#N)c1=O
  11, -11, 0.8, -8, 3, 0, 102, -0.7, -5
13: Cc1cc(C(F)(F)Cl)n2ncc(-c3ccccn3)c2n1
  15, 0, -2.8, -13, -1, 29, 104, 6.8, 6
14: COc1cc(CNc2nnnn2C)cc(OC)c1OC
  4, 4, -2.2, -1, 6, 15, 104, -1.9, -3
15: CCOC(=O)C1(CC2CCCCO2)CCN(S(=O)(=O)c2cccc(F)c2)CC1 (stereo unspecified)
  14, 5, -2.7, -16, 2, 34, 99, -1.4, -12
16: CCC(=O)NC(c1ccc(C)cc1)c1ccc2cccnc2c1O (stereo unspecified)
  5, 0, -4.7, -20, -3, nt, 104, -4.6, -2
17: Nc1nc(-c2ccccn2)nc(N)c1Cc1ccccc1F
  -16, 5, -3.7, -9, 3, 28, 99, -0.5, 0
18: CCCCN(C(=O)COc1ccc(C)cc1OC)c1c(N)n(CCC)c(=O)[nH]c1=O
  13, 10, -2.9, -16, 3, 43, 88, -0.5, -6
19: NS(=O)(=O)c1cccc(NC(=O)COC(=O)CN2C(=O)C3CC=CCC3C2=O)c1 (stereo unspecified)
  12, -14, -2.3, 1, -2, 20, 103, -2.3, -7
20: Cc1cc(=O)oc2c(C)c(OC(C)C(=O)NCCN3CCOCC3)ccc12 (stereo unspecified)
  10, 4, -3.5, -8, 3, 38, 98, 1.8, -4
21: COCC(=O)N1CCC(n2nccc2NC(=O)c2ccccc2OC)CC1
  4, 6, -2.7, -7, 3, 14, 101, -3.0, -10
22: COc1ccc(-n2c(SCC(N)=O)nc3sc4c(c3c2=O)CCC4)cc1
  -3, 7, -3.5, 1, -2, 33, 110, -4.2, -6
23: Cc1cnc(C(=O)NCCc2ccc(C(F)(F)F)cc2)cn1
  15, -7, -0.9, -15, 3, 23, 102, -1.7, -17
24: Cc1ccc(O)c(C(=O)c2cnc3onc(-c4ccc(F)cc4)c3c2)c1
  -3, 2, -3.0, -1, 5, 14, 105, -3.1, 6
25: COc1ccc(NS(=O)(=O)c2cc(NC(=O)c3cnccn3)ccc2OC)cc1Br
  6, -5, -0.5, -14, 0, 20, 93, 0.6, 2
26: O=C(CCN1CCC(c2cccs2)=N1)c1cccs1
  19, -1, 0.0, -9, nt, 7, 102, -1.6, -6
27: O=C(NC(NC1CCS(=O)(=O)C1)C(=O)c1cccs1)c1ccccc1 (stereo unspecified)
  -8, 8, -2.4, -3, nt, 7, 92, -0.6, 1
28: CC1CN(C(=O)c2ccc(COc3ccc4ccccc4c3)o2)CC(C)O1 (stereo unspecified)
  21, 1, -3.7, -33, -8, 40, 90, -2.8, -20
29: O=C(c1ccc(S(=O)(=O)Cc2cc(F)ccc2F)c([N+](=O)[O-])c1)N1CCCC1
  13, -9, -1.2, 11, 1, -1, 93, -0.3, -2
30: CCOC(=O)/C(C#N)=C(\N)C(C)C(=O)Nc1ccccn1 (stereo unspecified)
  -5, -2, 1.1, -3, 0, 2, 103, 0.2, 5

The listing continues:
Each structure is followed by: SUMO HTRF inh, NS3 helicase inh, IMP-1 inhibitor, FID counter, IDE cell activ, PHOSPHO1 block, MEKK3 PB1 HTS, VIM-2 inh, pCIP destab
31: O=S(=O)(NCC1CCCO1)c1ccc(NS(=O)(=O)c2ccc(F)cc2)cc1 (stereo unspecified)
  5, 3, -0.9, -12, -1, 43, 100, -3.8, -11
32: CCOc1ccc(-n2c(=O)cc(N3CCN(c4ccc(F)cc4)CC3)[nH]c2=O)cc1
  22, -3, -7.1, -3, -1, -4, 107, -3.1, -12
33: O=C(Nc1nc(-c2ccc(F)cc2)cs1)c1cnccn1
  10, 7, -2.8, -1, 2, -7, 98, -2.7, 3
34: Cc1ccc2nc(-c3ccccc3O)c(Nc3ccc4c(c3)OCCO4)n2c1
  18, -1, -4.5, 4, 1, -10, 112, -1.8, -2
35: CC1CCCCC1NC(=O)CN(C)S(=O)(=O)c1ccc2c(c1)c(=O)n(C)c(=O)n2C (stereo unspecified)
  20, -1, 0.2, -31, 2, 14, 104, -0.3, 0
36: c1coc(CNc2c3c(nc4ncnn24)CCC3)c1
  -3, 1, -1.6, -3, -2, -8, 102, -0.9, 3
37: COCCNS(=O)(=O)c1cccn1-c1ncc(C(F)(F)F)cc1Cl
  -16, 6, -1.1, -8, 2, 8, 102, -1.1, -2
38: COc1ccc(CCNS(=O)(=O)c2ccc3c(c2)OCCO3)cc1OC
  -10, 1, -3.2, -11, -2, 10, 90, -4.5, 16
39: Cc1ccccc1N1C(=O)C(Cl)=C(N2CCOCC2)C1=O
  9, 9, -1.3, -2, 3, nt, 103, 0.7, 0
40: Cc1noc(N)c1C1(O)C(=O)Nc2c(Cl)cc(Cl)cc21 (stereo unspecified)
  -3, -7, -1.2, -4, 4, 38, 83, 0.3, -4
41: CCOc1ccccc1NC(=O)CN1CCCCCC1
  11, -2, 1.4, 11, 4, 34, 91, 3.6, -9
42: COc1ccc(CCN2C(=S)NC3CC2(C)Oc2ccc([N+](=O)[O-])cc23)cc1OC (stereo unspecified)
  -9, -5, -4.3, -12, 0, -4, 105, -3.6, -10
43: CC(C)CC(=O)c1c[nH]c(C(=O)NCc2cccs2)c1
  8, -2, -3.7, -6, 4, 16, 100, -6.0, 0
44: Cc1ccc(CNC(=O)c2cc3cc(Br)ccc3oc2=N)cc1
  0, 12, -0.1, -4, 0, 32, 103, -0.7, -4
45: O=S(=O)(Nc1nc2ccccc2nc1-[n+]1ccccc1)c1ccc(Cl)cc1
  0, 6, -2.5, -11, 2, -4, 99, -3.2, -5
46: O=[N+]([O-])c1c(Nc2ccccc2O)cc(N2CCOCC2)c2nonc12
  16, -1, -1.9, 6, -2, 50, 99, 0.7, -1
47: CC(=O)c1ccc(N2C(=NC(=O)CCc3ccccc3)SC3CS(=O)(=O)CC32)cc1 (stereo unspecified)
  2, -6, -1.2, -25, 4, 37, 102, -1.6, 1
48: Nc1nc(SCC(=O)c2cccc([N+](=O)[O-])c2)n[nH]1
  3, 2, 0.5, 11, 3, 1, 97, -1.2, -14
49: COC(=O)c1ccc(C(=O)NC2CCCc3c2cnn3-c2ccc(C)c(C)c2)cc1 (stereo unspecified)
  -11, -6, -0.8, -51, 1, 31, 103, -2.4, 0
50: COc1ccc(NC2CCCN(Cc3cccc4cnccc34)C2)cc1OC (stereo unspecified)
  -22, 2, -1.6, -7, 4, nt, 98, -1.0, 5
51: CS(=O)(=O)N(CC(=O)Nc1ccccc1C(=O)NCc1ccco1)c1ccccc1F
  3, 2, -0.8, -15, -4, 3, 101, -0.1, -3
52: Cc1ccc([N+](=O)[O-])cc1NC(=O)CCc1ccccc1
  -9, 3, -2.8, 2, 5, -12, 101, -2.5, 19
53: Cn1c(=O)c2c(nc(CN3CCN(c4ccc(F)cc4)CC3)n2CCN2CCOCC2)n(C)c1=O
  10, -14, -3.5, -14, 5, 41, 104, -2.6, 2
54: COC(=O)c1nc(C(=O)OC)c(C(=O)OC)nc1C(=O)OC
  16, -7, -1.6, 3, 2, 18, 100, -1.9, -11
55: CCc1nc(SCc2ccc(C(=O)OC)o2)n[nH]1
  5, -5, -3.6, -1, 5, 28, 100, -4.2, -3
56: O=S(=O)(NCCc1c[nH]c2ccccc12)c1ccccc1
  -18, 2, -3.0, -15, 0, 30, 94, -0.4, -4
57: CC1(C)Oc2ccc3ccc(=O)oc3c2/C(=C/Nc2ccccn2)C1=O
  4, 8, -5.0, -7, 3, -22, 102, -3.7, -10

Full records, quoted from the list. Screens in order: SUMO HTRF inh, NS3 helicase inh, IMP-1 inhibitor, FID counter, IDE cell activ, PHOSPHO1 block, MEKK3 PB1 HTS, VIM-2 inh, pCIP destab
`Nc1nnc(SCC(=O)Nc2sc3c(c2C(=O)c2ccccc2)CCCC3)s1` across the screens: 16, 11, -1.9, -28, -9, -18, 102, -3.7, -19
`COCCn1cc(C(=O)c2cc(Br)ccc2O)cc(C#N)c1=O` across the screens: 11, -11, 0.8, -8, 3, 0, 102, -0.7, -5
`COc1ccc(CCN2C(=S)NC3CC2(C)Oc2ccc([N+](=O)[O-])cc23)cc1OC` (stereo unspecified) across the screens: -9, -5, -4.3, -12, 0, -4, 105, -3.6, -10
